Bioassay records as filed in PubChem BioAssay.
PLK1 PBD inh: inhibitors of human PLK1 polo-box domain binding. P53350. Plk1 PBD binding of FITC phosphopeptide, fluorescence polarization. Potency, µM, inactives show max response, negative = inhibition, most hits filed as inhibitors. 360,000 compounds, 2.8% hits. AID 720504; also: potency is read from the fitted curve at half-maximal effect; series mostly up to about 57 µM; % is scaled to controls: 0 for no effect and ±100 for the full control effect; nearly all actives have a fitted effect of over 65% in size
aSyn rescue: alpha-synuclein toxicity inhibition in yeast. Potency, µM (doses to about 46.1 µM), without a hit: at the top dose growth rescue (activation), actives largely listed as activators. AID 652106. 370,000 compounds, 0.14% hits. Yeast expressing alpha-synuclein, growth rescue, BacTiter-Glo, 24 h; also: potency is read from the fitted curve at half-maximal effect; % of control where 0% means no effect; nearly all actives have a fitted effect of over 65% in size
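Rescue of yeast growth: cells expressing toxic alpha-synuclein, induced in galactose at OD600 0.02, incubated with compound 24 h at 30 C. ATP luminescence quantified growth; inhibitors of toxicity appear as activators.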
Abeta yeast res: A-beta toxicity reversal in yeast; yeast expressing A-beta42, growth rescue, OD600, 48 h; response scale: 0% DMSO, 100% iron-clioquinol control; Potency, µM (titrated, usually from 46.1 µM), for the others: top-dose growth rescue, actives largely listed as activators; 410,000 compounds, 0.063% hits; also: potency is read from the fitted curve at half-maximal effect; nearly all actives have a fitted effect of over 55% in size
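Growth rescue measured by 600 nm absorbance after 48 h yeast culture at 30 C with compound. Values normalized between DMSO and an equimolar ferric chloride plus clioquinol control.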
WRN inhibitor: WRN helicase (human) inhibition; Q14191; WRN helicase unwinding, fluorescent forked duplex, kinetic; Potency, µM (doses to about 114 µM), for inactives: top-dose activity change, negative = inhibition, usual class: inhibitors; 360,000 compounds, 0.46% hits; AID 651768; also: potency is read from the fitted curve at half-maximal effect; % is scaled to controls: 0 for no effect and ±100 for the full control effect; nearly all actives have a fitted effect of over 55% in size
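Kinetic red-fluorescence monitoring (525/598 nm) tracks WRN helicase activity after 100 nM fluorophore-quencher forked duplex and 2 mM ATP are added to 20 nM enzyme pretreated 15 min at room temperature with compound.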
IL2 activator: IL-2 activation. IL-2 activation reporter assay, cell-based qHTS; stimulated with anti-CD3/CD4/CD28 beads; in transgenic mouse T cells. activation, % (series mostly up to about 46 µM). 360,000 compounds, 0.065% hits; in the data active = activation above about 50%; inconclusive = mostly about 30% to 49%; also: 0% is about no effect
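Quantitative HTS in unstimulated transgenic mouse T cells, with memory T cells as non-tolerant control and PMA/ionomycin as tolerance-bypass control. Compound pretreatment lasted 60 minutes before 18 h bead stimulation; EGFP/DsRed fluorescence read.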
EPAC1 antagonist: blocks human EPAC1 exchange factor; EPAC1 GEF assay, Rap1b-BODIPY-GDP exchange fluorescence; Potency, µM (series often up to 115 µM), for the others: at the highest dose activity change, negative = inhibition, hits mostly inhibitors; O95398; 360,000 compounds, 0.14% hits;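 also: potency is read from the fitted curve at half-maximal effect; plate controls were vehicle for no effect and positive control for full effect; nearly all actives have a fitted effect of over 50% in size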
PI5P4K alpha inh: inhibitors of human PI5P4K alpha. PI5P4Kalpha enzyme, ADP-Glo luminescence, 60 min; active compounds read low. 330,000 compounds, 1.2% hits. AID 652105. max response, %. P48426; active = max response of -50% or lower; inconclusive = between -30% and -50%; inactive = -30% or higher; also: value at the top dose of about 77 µM; % is scaled to controls: 0 for no effect and ±100 for the full control effect
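PI5P4Kalpha ADP-Glo assay; 5 microM ATP final; 60 min RT reaction; HEPES pH 7.4/EGTA/CHAPS, 5% DMSO; controls lacking substrate or enzyme; luminescent end-point.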
EPAC1 ag: EPAC1 (human) agonism; O95398; EPAC1 agonist qHTS, biochemical assay; response scale: 100% = response to 6.5 mM cAMP; Potency, µM (titrated, usually from 154 µM), for inactives: at the top dose activation, hits mostly activators; 360,000 compounds, 0.073% hits; AID 720707; also: potency is read from the fitted curve at half-maximal effect; nearly all actives have a fitted effect of over 60% in size
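Fluorescent GDP-exchange assay: 100 nM EPAC1 with 250 nM Rap1B preloaded with BODIPY-GDP and 50 uM GDP; compounds tested as concentration series, 5 min at room temperature, then read every 5 min for 30 min (ex 480/em 540 nm); normalized to 6.5 mM cAMP.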
FUS yeast rescue: FUS proteinopathy suppression in yeast. AID 1347120. Potency, µM (highest dose often 76.6 µM), for the others: top-dose growth rescue (activation), most hits filed as activators. S. cerevisiae FUS-expressing, growth rescue, OD600, 24 h. 390,000 compounds, 0.24% hits;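 also: potency is read from the fitted curve at half-maximal effect; plate controls were DMSO vehicle for no effect and reference control for full effect; nearly all actives have a fitted effect of over 55% in size; some results filed as inactive show a strong effect at the top dose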
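Compound concentration series was pinned onto galactose-induced FUS-expressing yeast seeded at OD 0.005. Plates sat 24hr at 30C; absorbance at 600 nm gave growth. DMSO served as background control.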
Starred values were filed as active, the others as inactive; ? = inconclusive; / = no result given; [ ] = dose if it differs, or a comment. Unless noted, calls follow the shape of the dose curve; as a rule, active = well fitted curve in the direction sought with a large enough effect; inconclusive = small, poorly fitted or top-dose-only effect, or another doubt; inactive = no such curve, though single readings can be large; an effect the other way counts as inactive or inconclusive.

SMILES	PLK1 PBD inh	aSyn rescue	Abeta yeast res	WRN inhibitor	IL2 activator	EPAC1 antagonist	PI5P4K alpha inh	EPAC1 ag	FUS yeast rescue
CCOC(=O)N1CCN(c2ccc(C(C)=O)cc2F)CC1C (stereo not drawn)	0%	11%	-13%	8%	-2.8	3%	-4	-3%	20%
CC(=O)NCCC(=O)Nc1cc(S(=O)(=O)Nc2ccc(Cl)cc2)ccc1N1CCCC1	27µM*	-5%	-4%	7%	0.6	-1%	-14	9%	39%
Cc1ccc(NC(=O)c2cccc(N3C(=O)C4C5CCC(C5)C4C3=O)c2)c(C)c1 (stereo not drawn)	-5%	-1%	10%	5%	0.0	-8%	-1	-7%	/
Cc1c(CCO)c(=O)n(C)n1C(=O)c1ccc(Cl)cc1	-5%	-4%	7%	6%	-1.5	9%	/	5%	15%
CCNC(=O)C1CC(=O)N(c2ccc(Br)cc2)C1 (stereo not drawn)	24µM*	0%	8%	2%	-1.6	5%	-8	-10%	7%
CCOC(=O)N1CCN(Cc2nc(N)nc(Nc3ccc(OCC)cc3)n2)CC1	-8%	1%	4%	-5%	-1.6	0%	/	10%	4%
Cc1cccc(C)c1NC(=O)C1C(c2ccccc2)=Nc2ccccc2N1C(=O)c1cnccn1 (stereo not drawn)	-4%	-2%	-13%	-1%	0.0	-1%	3	-1%	?
Cc1cccc(OCC(=O)Nc2ccc(N3CCN(C(=O)c4ccccc4)CC3)cc2)c1C	3%	7%	-7%	7%	-0.4	-2%	-3	20%	17%
COc1ccc(C(O)C(O)(C(=O)OC(C)C)c2ccc(C)cc2)cc1 (stereo not drawn)	-13%	9%	1%	-9%	1.5	-5%	-1	-1%	10%
CC(=O)Nc1ccc(-c2nnn(CC(=O)c3ccccc3)n2)cc1Cl	0%	-4%	11%	-7%	-3.8	10%	-6	6%	15%
Cc1cc(C)c(NC(=O)COC(=O)c2cccc3c2C(=O)c2ccccc2C3=O)c(C)c1	5%	7%	2%	-9%	-2.8	-3%	4	5%	/
N#Cc1c(-c2ccccc2)cc(-c2ccccc2)nc1SCCC(=O)O	21µM*	3%	1%	-21%	1.2	-6%	-20	7%	19%
O=[N+]([O-])c1cccnc1NCCNc1ncc(C(F)(F)F)cc1Cl	-2%	-5%	5%	-9%	-0.6	-13%	28	0%	-11%
Cc1ccc(N(CC(=O)NCC2CCCO2)C(=O)CCC(=O)Nc2ccccn2)cc1C (stereo not drawn)	?	0%	12%	-2%	-0.4	-1%	-6	-1%	16%
CC(=O)N(CCCNC(=O)c1ccccc1)C(=O)c1ccccc1	-14%	-1%	1%	-2%	-0.2	-13%	7	-8%	-40%
COc1ccc(CCNC(=O)CN(c2ccc(C)cc2)S(=O)(=O)c2c(C)noc2C)cc1OC	2%	3%	-6%	-3%	-0.5	-7%	-1	6%	40%
CSCCC(NC(=O)CCNC(=O)c1ccccc1Cl)c1nc2ccccc2[nH]1 (stereo not drawn)	4%	2%	8%	5%	-0.1	9%	0	-10%	-8%
COc1ccc(N(C(=O)COc2ccccc2)C2C=CS(=O)(=O)C2)cc1 (stereo not drawn)	-4%	0%	5%	-8%[57.1 µM]	-0.1	3%	/	7%	-12%
OC(c1ccccc1)c1ncc(-c2cccc(F)c2)[nH]1 (stereo not drawn)	0%	-3%	-11%	-7%	0.4	-4%	3	-3%	-7%
COc1cc(SC)ccc1C(=O)Nc1ccccn1	-18%	6%	-13%	-6%	-0.4	2%	9	10%	13%
Cc1ccc(C2(C)NC(=O)N(CC(=O)Nc3cc(S(=O)(=O)N4CCCCC4)ccc3OC(C)C)C2=O)cc1 (stereo not drawn)	2%	0%	-1%	-2%	1.9	-4%	1	-3%	?
O=C(NCCCN1CCCCCC1)c1ccc(CS(=O)(=O)Cc2ccccc2F)o1	-10%	-1%	2%	-19%	-0.4	-9%	-8	8%	4%
C(=N\Nc1nc(N2CCOCC2)nc(N2CCOCC2)n1)/c1ccncc1	-6%	8%	-2%	-11%[57.1 µM]	0.0	-5%	0	4%	25%
COC(=O)CCC(=O)c1oc2ccc(Cl)cc2c1NC(=O)CCCN1C(=O)c2ccccc2C1=O	0%	-1%	-3%	-6%	-0.6	15%	1	5%	15%
COc1ccc(OC)c(NC(=O)C2CC(=O)N(CCc3ccc(F)cc3)C2)c1 (stereo not drawn)	-17%	-4%	10%	?	-5.9	-28%	?	16%	21%

Record cards, from the list above. Order of screens: PLK1 PBD inh | aSyn rescue | Abeta yeast res | WRN inhibitor | IL2 activator | EPAC1 antagonist | PI5P4K alpha inh | EPAC1 ag | FUS yeast rescue
Listed for `C(=N\Nc1nc(N2CCOCC2)nc(N2CCOCC2)n1)/c1ccncc1` : -6% | 8% | -2% | -11%[57.1 µM] | 0.0 | -5% | 0 | 4% | 25%
Listed for `Cc1cccc(OCC(=O)Nc2ccc(N3CCN(C(=O)c4ccccc4)CC3)cc2)c1C` : 3% | 7% | -7% | 7% | -0.4 | -2% | -3 | 20% | 17%
Listed for `COc1ccc(C(O)C(O)(C(=O)OC(C)C)c2ccc(C)cc2)cc1` (stereo not drawn) : -13% | 9% | 1% | -9% | 1.5 | -5% | -1 | -1% | 10%
Listed for `COc1ccc(OC)c(NC(=O)C2CC(=O)N(CCc3ccc(F)cc3)C2)c1` (stereo not drawn) : -17% | -4% | 10% | ? | -5.9 | -28% | ? | 16% | 21%
Listed for `CC(=O)N(CCCNC(=O)c1ccccc1)C(=O)c1ccccc1` : -14% | -1% | 1% | -2% | -0.2 | -13% | 7 | -8% | -40%

Sorted by the number under WRN inhibitor (lowest first): some entries from above.
mol	PLK1 PBD inh	WRN inhibitor	EPAC1 antagonist	PI5P4K alpha inh
O=C(NCCCN1CCCCCC1)c1ccc(CS(=O)(=O)Cc2ccccc2F)o1	-10%	-19%	-9%	-8
COc1ccc(C(O)C(O)(C(=O)OC(C)C)c2ccc(C)cc2)cc1 (stereo not drawn)	-13%	-9%	-5%	-1
CCNC(=O)C1CC(=O)N(c2ccc(Br)cc2)C1 (stereo not drawn)	24µM*	2%	5%	-8

Following part:
SMILES	PLK1 PBD inh	aSyn rescue	Abeta yeast res	WRN inhibitor	IL2 activator	EPAC1 antagonist	PI5P4K alpha inh	EPAC1 ag	FUS yeast rescue
Cc1nn(CC(=O)NNC(=O)c2ccc(Br)cc2)c(C)c1[N+](=O)[O-]	-3%	-7%	-7%	-8%	1.0	4%	1	2%	9%
CCNc1nc(NCC)n2c(SCC(=O)Nc3ccccc3[N+](=O)[O-])nnc2n1	-4%	1%	9%	0%	0.7	-11%	1	-4%	11%
CC1CCCN(CCC(=O)c2ccccc2)C1 (stereo not drawn)	13µM*	1%	-2%	-22%	-1.1	-2%	-1	16%	-10%
CCOc1cc(/C=N\NC(=O)Cn2nc([N+](=O)[O-])cc2C)ccc1OCc1cccc2ccccc12	0%	-3%	-6%	-4%	-2.9	-4%	-6	11%	41%
O=C(c1cc(-c2ccc(Cl)cc2)nc2ccccc12)N1CCC1	-4%	-2%	-7%	5%	-0.4	-3%	1	?	12%
CCOC(=O)C1CCCN(C(=O)Cc2c(C(=O)O)[nH]c3ccccc23)C1 (stereo not drawn)	-4%	3%	7%	-2%	0.8	0%	/	0%	19%
[O-][n+]1c(/C=C/c2ccccc2)ccc2ccccc21	3%	-21%	-18%	6%	0.6	-2%	-8	10%	-6%
CCOc1ccccc1OCC(=O)OC(C)C(=O)Nc1ncc(Cl)cc1Cl (stereo not drawn)	3%	-3%	4%	6%	0.8	24%	5	-5%	-13%
COc1ccccc1-c1noc(Cn2cc(S(=O)(=O)N3CCCC3)ccc2=O)n1	-6%	-3%	-8%	3%	-0.2	14%	-6	11%	9%
CC(NC(=O)c1ccc(Br)o1)c1ccccc1 (stereo not drawn)	5%	2%	-14%	1%	-1.0	10%	11	-5%	-16%
Oc1ccc(-c2csc(Nc3ncccn3)n2)cc1	-24%	-1%	1%	-4%	4.4	-6%	5	-4%	-10%
CSc1ccc(C2NN=C(c3ccccc3)S2)cc1 (stereo not drawn)	?	0%	-2%	-8%	1.0	-1%	-5	3%	12%
CCN(CC(=O)Nc1ccc(OC)cc1)C(=O)C1CC(=O)N(Cc2ccccc2)C1 (stereo not drawn)	4%	3%	-1%	6%	0.0	4%	-1	9%	38%
Cc1cc(C)c(C#N)c(Nc2ccccc2)n1	-3%	0%	0%	-4%	-0.2	-27%	/	-2%	32%
Clc1ccc(-c2noc(CSc3nnc(Cc4cccs4)n3-c3ccccc3)n2)cc1	2%	17%	0%	-6%	-4.8	19%	-2	4%	41%
Cn1c(SCC(=O)Nc2ccc(N3CCOCC3)c(Cl)c2)nnc1-c1ccccc1	-12%	-5%	6%	-6%	-0.4	3%	/	9%	-35%
Cc1cc(OCc2nnc(SC(C)C(=O)O)n2Cc2ccccc2)ccc1Cl (stereo not drawn)	?	-9%	1%	-19%	0.4	-9%	?	-1%	25%
COc1ccc(C(=O)N=C2SC3CS(=O)(=O)CC3N2Cc2ccc(OC)c(OC)c2)cc1 (stereo not drawn)	4%	7%	/	-7%	0.8	0%	0	-4%	19%

2 records picked at random from those above:
SMILES	PLK1 PBD inh	aSyn rescue	Abeta yeast res	WRN inhibitor	IL2 activator	EPAC1 antagonist	PI5P4K alpha inh	EPAC1 ag	FUS yeast rescue
Cn1c(SCC(=O)Nc2ccc(N3CCOCC3)c(Cl)c2)nnc1-c1ccccc1	-12%	-5%	6%	-6%	-0.4	3%	/	9%	-35%
Cc1nn(CC(=O)NNC(=O)c2ccc(Br)cc2)c(C)c1[N+](=O)[O-]	-3%	-7%	-7%	-8%	1.0	4%	1	2%	9%
